# PPARg SRC-3 ag – promotes SRC-3 coactivator recruitment by human PPARgamma. biochemical PPARgamma/SRC-3 coactivator recruitment assay. activation, % at 8 µM. 200,000 compounds, 0.26% hits. AID 731; in the data active = activation above about 23%;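 note: 0% = DMSO and 100% = reference agonist; some compounds past the cut are filed as inactive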
# Target sequence (P37231 whole entry, looked up): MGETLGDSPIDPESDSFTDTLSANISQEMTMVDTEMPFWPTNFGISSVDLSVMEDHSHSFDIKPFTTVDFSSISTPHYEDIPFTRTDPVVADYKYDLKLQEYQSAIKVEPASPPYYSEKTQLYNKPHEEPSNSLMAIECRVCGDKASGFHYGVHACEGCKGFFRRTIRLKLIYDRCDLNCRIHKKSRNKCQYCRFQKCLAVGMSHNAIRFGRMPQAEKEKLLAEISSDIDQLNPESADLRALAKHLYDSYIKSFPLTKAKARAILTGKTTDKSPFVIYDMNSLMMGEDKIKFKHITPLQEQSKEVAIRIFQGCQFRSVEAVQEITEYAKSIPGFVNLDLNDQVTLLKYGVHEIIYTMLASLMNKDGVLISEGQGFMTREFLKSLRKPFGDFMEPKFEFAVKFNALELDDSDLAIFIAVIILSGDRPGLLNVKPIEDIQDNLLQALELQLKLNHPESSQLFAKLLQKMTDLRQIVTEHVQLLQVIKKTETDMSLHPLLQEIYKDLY
# TNAP inh no acc – inhibitors of human TNAP without phosphate acceptor; P05186; purified TNAP, CDP-star luminescence, 30 min; inhibition, % at 20 µM; 200,000 compounds, 0.26% hits; AID 1012;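 active = tissue-nonspecific alkaline phosphatase inhibition above about 50% at 20 µM in the single-dose screen, limit read from the data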;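 note: 0% = DMSO negative control and 100% = EDTA positive control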
# Target sequence (P05186 whole entry, looked up): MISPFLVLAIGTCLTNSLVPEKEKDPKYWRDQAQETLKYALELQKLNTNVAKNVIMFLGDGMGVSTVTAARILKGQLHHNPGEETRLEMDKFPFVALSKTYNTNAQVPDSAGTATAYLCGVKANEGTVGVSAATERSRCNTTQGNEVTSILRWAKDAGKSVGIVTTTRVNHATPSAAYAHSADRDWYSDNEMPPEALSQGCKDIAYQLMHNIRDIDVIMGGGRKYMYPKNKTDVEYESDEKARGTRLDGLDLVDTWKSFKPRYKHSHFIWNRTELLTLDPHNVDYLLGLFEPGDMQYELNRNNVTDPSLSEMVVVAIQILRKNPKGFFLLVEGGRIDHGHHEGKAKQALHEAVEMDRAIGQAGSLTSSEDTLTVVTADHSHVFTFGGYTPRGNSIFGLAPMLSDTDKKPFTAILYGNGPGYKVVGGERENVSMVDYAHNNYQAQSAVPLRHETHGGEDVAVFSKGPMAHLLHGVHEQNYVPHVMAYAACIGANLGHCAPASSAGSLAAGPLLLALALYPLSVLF
# PPARg SRC-2 ag – PPARgamma-driven SRC-2 recruitment agonism | activation, % at 8 µM | AID 1032 | 200,000 compounds, 0.34% hits | PPARgamma LBD-SRC-2 recruitment, biochemical; in the data active = activation above about 22%;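 note: 0% = vehicle and 100% = reference agonist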
# TNAP act hiacc – TNAP (human) activation, high acceptor; 200,000 tested, under 10 active; activation factor at 20 µM; AID 1136; P05186; purified TNAP, CDP-star luminescence, 1 M DEA, 30 min; hits give high values; 0 = EDTA background, 1 = DMSO-only activity;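 active = activation factor at least 2 at 20 µM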
#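 system = human TNAP | amount = enzyme diluted 1/800 final | reagent = 100 µM CDP-star substrate | signal = luminescent substrate turnover signal | dosing = one dose, 20 µM | benchmarks = EDTA negative control, DMSO positive control | measure = activation factor | timing = 30 min reaction, room temperature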
# bIAP inh – blocks bovine intestinal alkaline phosphatase activity; inhibition, % at 20 µM; purified bovine IAP, CDP-star luminescence, 30 min; AID 1019; 190,000 tested, under 10 active;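 active = over 50% inhibition of intestinal alkaline phosphatase at 20 µM in the single-dose screen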
#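 Assay system: bovine IAP enzyme; medium: DEA buffer 100 mM, pH 9.8, with MgCl2 1.0 mM, ZnCl2 0.02 mM; doses: 20 µM single dose; incubation: enzyme reaction for 30 min at room temperature; detection: CDP-star luminescence signal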
# TNAP inh hi DEA – TNAP (human) inhibition, high acceptor; P05186; purified TNAP, CDP-star luminescence, 1 M DEA; inhibition, % at 20 µM; 200,000 compounds, 0.03% hits;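 active = over 50% inhibition of tissue-nonspecific alkaline phosphatase at 20 µM in the single-dose screen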;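 note: plate controls were DMSO wells for no effect and EDTA-quenched wells as full inhibition for full effect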
# PPARg SRC1 recr – agonists of human PPARgamma SRC-1 coactivator recruitment; PPARgamma-SRC-1 coactivator recruitment biochemical assay; activation, % at 8 µM; 200,000 compounds, 0.41% hits; AID 631; in the data active = activation above about 19%;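 note: 0% = DMSO and 100% = reference agonist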
# Efa HMGR inh – inhibitors of class II HMG-CoA reductase from Enterococcus faecalis | purified E. faecalis HMGR, NADPH absorbance 340 nm kinetic | 190,000 compounds, 0.41% hits | inhibition, % at 10 µM | AID 1066;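 active = inhibition above a set limit, the median over all tested compounds plus 3 SD, cut at about 9.5% in these data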;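 note: enzyme runs in reverse so mevalonate oxidation gives rising NADPH absorbance; 0% = complete reaction with DMSO and 100% = background rate lacking mevalonate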
# bIAP act – intestinal alkaline phosphatase (bovine) activation | purified bovine IAP, CDP-star luminescence, 30 min; hits give high values; fold of DMSO-control signal, blank-subtracted | activation factor at 20 µM | 200,000 compounds, 0.17% hits | AID 1016;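 active = activation factor of 2 or more at 20 µM, a signal rise over negative controls twice the positive control's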
# TR-FRET SRC-2 ct – counter-screen for PPARgamma SRC-2 recruitment agonists: TR-FRET artefact. 200,000 compounds, 0.4% hits. TR-FRET ratio at 8 µM. hits give high values. AID 1049; in the data active = TR-FRET ratio above about 2000; note: inactives centre near 1500
# Active calls of the source: *; nt = not tested or not shown.
smiles,PPARg SRC-3 ag,TNAP inh no acc,PPARg SRC-2 ag,TNAP act hiacc,bIAP inh,TNAP inh hi DEA,PPARg SRC1 recr,Efa HMGR inh,bIAP act,TR-FRET SRC-2 ct
CCOC(=O)c1sc(NC(=O)Cc2ccc(C)cc2)nc1C,-0.8,-10.4,1.5,1.1,0.5,-6.9,10.6,-5.0,1,1386
CSc1nc(N)nc(SCC(=O)C23CC4CC(CC(C4)C2)C3)c1C#N,13.4,-5.7,4.5,1,8.9,-1.0,2.0,-5.4,0.9,1593
CC(C)(C)NC(=O)C1CCC(C)(C(=O)O)C1(C)C (stereo not drawn),-4.9,-1.9,18.7,1.1,2.4,-6.7,5.3,0.2,1,1578
Cc1ccc(S(=O)(=O)N2CCN=C2SCc2cccnc2)cc1,2.3,-6.5,-0.5,1,-2.7,-1.4,7.1,-0.7,1,1540
O=C(O)CNC(=O)c1ccccc1NC(=O)c1ccco1,-11.2,-9.5,-7.3,1,6.9,-0.3,0.7,-0.7,0.9,1514
CCNC(=O)C1CC(=O)N(c2ccc(OCC)cc2)C1 (stereo not drawn),2.1,-6.7,-1.8,1,25.1,-0.8,-0.3,-4.0,0.7,1598
CCOc1cc(C2C3=C(CCCC3=O)NC3=C2C(=O)CCC3)ccc1OCCO,-7.5,-10.8,1.8,1.1,-1.8,-8.1,-4.3,1.8,1,1537
Cc1nn(-c2ccccc2)c2nc(N)c(C#N)c(-c3ccc(F)cc3)c12,1.7,-17.4,3.0,1,13.9,-2.5,6.0,-3.1,0.9,1522
CCOc1ccccc1NC(=O)c1ccc(NC(=O)c2ccco2)cc1,6.4,-6.5,4.5,1,-25.6,-3.5,0.9,-0.9,1.3,1586
CSc1nncn1/N=C/c1ccccc1F,15.9,21.8,6.6,1,8.5,-2.6,4.5,2.2,0.9,1611
C=CCN(CC=C)C(=S)NC(=O)c1ccc(OC)c(Br)c1,-3.9,3.3,-3.1,1,14.1,2.6,-0.4,-1.5,0.9,1376
CC(C)COC(=O)n1c(=O)oc2cc(S(=O)(=O)N3CCCCC3)ccc21,-4.4,-13.2,-1.5,1.1,4.4,-7.5,8.7,-8.5,1,1592
O=C(NC12CC3CC(CC(C3)C1)C2)C1CCCN1C(=O)NC1CCCCC1 (stereo not drawn),-1.5,-5.4,-2.6,1,-9.2,-2.1,3.2,0.7,1.1,1441
O=C(Nc1cccc(C(F)(F)F)c1)N1CCN(C(=O)Nc2cccc(C(F)(F)F)c2)CC1,-0.1,-16.8,10.9,1.1,26.6,-6.2,-3.5,-1.4,0.7,1539
CCOc1ccccc1-c1cc(C(=O)N/N=C/c2ccc3c(c2)OCO3)c2ccccc2n1,-3.2,-4.2,-4.2,1,19.4,1.1,-0.6,2.1,0.8,1465
NC(=O)c1cc(N2C(=O)C3CC=CCC3C2=O)ccc1N1CCCCC1 (stereo not drawn),-1.4,-7.1,1.8,1.1,-0.2,-6.8,-1.4,-3.0,1,1559
COc1ccc2c(c1)c1nc3n(c(=O)c1n2CC(=O)Nc1cc(C)[nH]n1)CCS3,4.1,-2.2,7.9,1,-13.5,-3.9,2.7,-6.1,1.1,1617
O=C(COC(=O)c1ccccc1)Nc1ccc(Cl)cn1,2.3,-7.1,-0.4,1,-6.9,-2.6,-7.1,1.3,1.1,1545
O=C(NCCc1ccccc1)N1CCCC(CNS(=O)(=O)Cc2ccccc2)C1 (stereo not drawn),2.8,2.3,-3.0,1.1,-6.6,-6.5,7.6,-5.0,1.1,1550
COc1ccc(O)c(C(=O)c2cnc3onc(C(C)C)c3c2)c1,-14.8,3.7,8.3,1,20.3,-1.0,2.3,1.0,0.8,1582
Cc1c(-c2n[nH]c(=S)n2-c2ccc(C(F)(F)F)cc2)nnn1-c1ccccc1,6.6,-27.4,4.3,1,20.9,-0.3,2.8,-2.9,0.8,1666
CO/N=C/NC(=O)N1OC[C@@H]2COc3ccc4ccccc4c3[C@@H]21,-1.7,-7.7,3.1,1,10.3,-1.0,0.6,4.4,0.9,1404
CNS(=O)(=O)c1cc(OCC(N)=O)c(C)cc1Cl,-4.4,-10.7,12.1,1,0.6,-4.8,4.6,-5.2,1,1678
Cc1cc2c(c(=O)n1Cc1cccnc1)C(c1ccccc1)C(C#N)=C(N)O2 (stereo not drawn),3.1,-5.6,5.9,1,4.7,-1.2,-0.3,-0.6,1,1334
CC1(C)CC(NC(=O)c2cccc3ccccc23)CC(C)(C)N1,-3.0,-16.6,-3.7,1,7.8,-4.5,1.5,-1.9,0.9,1404
CN(Cc1cc(=O)n2ccsc2n1)Cc1nc2ccccc2c(=O)[nH]1,2.9,-176.8,9.2,1.1,-22.3,-8.0,-7.2,-0.9,1.2,1535
CCCC1CCC(=NNC(=O)OC(C)(C)C)CC1 (stereo not drawn),-5.1,-2.5,-3.6,1,-8.6,1.8,2.7,-7.6,1.1,1375
CCc1cccc(C)c1NC(=O)CSc1nc2ccccc2n1CC(=O)N(C)C,1.5,-3.1,8.6,1,2.6,-4.6,6.0,-2.8,1,1750
COC(=O)CN(c1ccc(F)cc1)S(=O)(=O)c1ccc2c(c1)OCCO2,0.3,-6.4,1.2,1,-9.4,-3.2,2.2,-4.3,1.1,1542
CCN(CC)c1ccc2cc(C(=O)Nc3ccccn3)c(=O)oc2c1,0.8,-40.2,0.2,1,-3.1,-1.7,1.1,-0.9,1,1684
CCOC(=O)NC(=O)c1cn(CCN(C)C)c(=O)[nH]c1=O,0.6,-2.7,5.9,1,nt,0.2,-0.9,1.8,0.2,1546
COc1cc(OC)c(C#N)c(S(=O)Cc2ccccc2)c1 (stereo not drawn),-2.5,12.3,8.3,1,8.8,-0.5,1.2,-2.4,0.9,1542
COc1ccc(-c2cc(-c3cccs3)c(C#N)c(SCC(=O)NCc3ccccc3OC)n2)cc1,-5.8,-1.4,-2.8,1,-6.6,4.7,27.3*,-3.0,1.1,1559
COc1cccc2cc(/C(C)=N/Nc3nc(-c4cc(C)ccc4C)cs3)c(=O)oc12,6.5,7.5,5.0,1,22.4,2.5,8.3,4.8,0.8,1674
CC(NC(=O)c1ccco1)C(c1cccs1)N1CCN(c2ccc(F)cc2)CC1 (stereo not drawn),5.3,-10.3,4.5,1,-11.0,-4.9,7.9,-2.7,1.1,1737
CN(C)c1ccc(NC(=O)Nc2cccc(Cl)c2)cc1,13.8,-13.8,20.4,1,4.4,-2.4,8.6,-1.7,1,1753
O=C1CCc2cc(S(=O)(=O)NC(Cc3ccccc3)C(=O)NCC3CCCO3)ccc2N1 (stereo not drawn),3.1,-11.6,-4.1,1,9.9,-3.8,0.5,-4.3,0.9,1533
O=C(Nc1ccccc1)c1ccc(NCCN2C(=O)CCC2=O)c([N+](=O)[O-])c1,-1.3,3.5,1.5,0.9,-12.6,6.3,-0.1,-1.5,1.1,1652
Cc1ccc(C)c(/C=N/n2cc(-c3ccccc3)[nH]c2=S)c1,3.2,4.7,5.0,1,4.6,2.3,-2.9,-1.4,1,1728
COC(=O)CN(c1cc(OC)ccc1OC)S(=O)(=O)c1ccc(OC)c(OC)c1,-7.3,-10.1,10.6,1,6.8,-4.0,-0.2,-3.7,0.9,1487

# Entries of single compounds, quoted from the list. Order of screens: PPARg SRC-3 ag | TNAP inh no acc | PPARg SRC-2 ag | TNAP act hiacc | bIAP inh | TNAP inh hi DEA | PPARg SRC1 recr | Efa HMGR inh | bIAP act | TR-FRET SRC-2 ct
# O=C(Nc1ccccc1)c1ccc(NCCN2C(=O)CCC2=O)c([N+](=O)[O-])c1 across the screens: -1.3 | 3.5 | 1.5 | 0.9 | -12.6 | 6.3 | -0.1 | -1.5 | 1.1 | 1652
# COC(=O)CN(c1cc(OC)ccc1OC)S(=O)(=O)c1ccc(OC)c(OC)c1 across the screens: -7.3 | -10.1 | 10.6 | 1 | 6.8 | -4.0 | -0.2 | -3.7 | 0.9 | 1487

# (list continues)
smiles,PPARg SRC-3 ag,TNAP inh no acc,PPARg SRC-2 ag,TNAP act hiacc,bIAP inh,TNAP inh hi DEA,PPARg SRC1 recr,Efa HMGR inh,bIAP act,TR-FRET SRC-2 ct
CCN(CC)C(=O)CN1C(=O)C2CC=C(Cl)CC2C1=O (stereo not drawn),0.8,0.9,2.2,1,-4.2,-2.9,-3.6,6.4,1,1581
CN(CCC#N)C(=O)COC(=O)/C=C/c1ccc2c(c1)OCO2,-2.0,-5.2,4.6,1,18.5,1.0,7.9,0.8,0.8,1670
Cn1c(=O)n(C)c2cc(NC(=O)c3ccccc3[N+](=O)[O-])c(Br)cc21,3.6,-6.4,11.8,1,-7.7,-4.1,1.3,-7.4,1.1,1997*
CC(C)NC(=O)NC(=O)COC(=O)c1ccc(F)cc1F,-1.0,-9.3,3.4,1,9.2,-4.0,-4.3,-12.0,0.9,1550
COc1cc(OC)cc(-c2nc(=S)n3ccsc3n2)c1,1.5,-4.0,-9.6,1,-20.8,0.4,-2.0,-0.7,1.2,1497
O=C(/C=C/c1ccccc1)NC1CCS(=O)(=O)C1 (stereo not drawn),2.0,-15.0,3.6,1,-7.8,-2.5,6.1,-4.8,1.1,1564
CCCCSc1nc2ccc(Nc3nc(N4CCOCC4)nc(N4CCOCC4)n3)cc2s1,8.5,-0.5,7.0,1.1,7.3,-7.3,10.8,-7.9,0.9,1533
COc1ccc(-c2nc(/C=C3\C(C)=Nc4ccccc43)c(O)o2)cc1,5.2,18.2,17.8,0.9,9.3,6.2,0.0,-5.1,0.9,1526
COc1cc(Cn2cnnn2)ccc1O,-1.4,-9.6,2.4,1,4.3,-4.0,-8.2,-1.1,1,1627
COc1ccc(N2CCN(C(=O)CCN3C(=O)C4C5C=CC(C5)C4C3=O)CC2)cc1 (stereo not drawn),2.8,-3.7,11.3,1,-2.6,-0.5,5.9,-4.5,1,1662
Cc1ccc(C(=O)Nc2cc([N+](=O)[O-])ccc2C)cc1,3.0,-16.6,6.4,1.1,12.6,-5.3,9.9,5.5,0.9,1659
CCc1ccc(C(=O)COC(=O)CNC(=O)c2cccs2)cc1,-9.9,-1.1,5.2,1,9.3,-2.0,-3.4,-6.2,0.9,1525
FC(F)(F)c1nc2ncc(Cl)cc2[nH]1,-2.9,-10.3,1.1,1,2.3,-2.2,-3.0,1.1,1,1552
Cc1cccc(OCC(=O)N/N=C2/SCC(=O)N2Cc2ccco2)c1,4.4,-11.4,6.9,1,1.1,-2.5,1.3,-3.1,1,1598
Cc1cc(/C=C2/NC(=O)NC2=O)c(C)n1-c1sc2c(c1C#N)CCCC2,-0.2,-2.4,4.5,1.1,-21.5,-5.6,2.6,1.4,1.2,1633
O=C(Nc1ccc2sccc2c1)c1cccc(N2C(=O)CCC2=O)c1,2.9,-3.3,5.9,1,-6.3,2.4,2.6,-5.9,1.1,1525
O=C(COC(=O)c1cccc(Oc2ccccc2)c1)NCc1ccco1,12.5,-8.5,3.2,1.1,19.5,-7.9,2.0,2.3,0.8,1448
CCCn1c(SCC#N)nc2c(c1=O)C1(CCCC1)Cc1ccccc1-2,3.9,-2.4,3.2,1.1,12.0,-6.1,5.9,1.9,0.9,1506
COc1ccc2cc(C(=O)C3CCCN(C(=O)CCc4ccccn4)C3)ccc2c1 (stereo not drawn),4.9,-4.2,0.1,1,-11.7,-1.8,3.4,-4.3,1.1,1558

# Bioassay records from PubChem BioAssay.

# Hits appear at their usual frequency; overall some 1.6% were active at least once.
